Screens from PubChem.
D1 antag = antagonists of human D1 dopamine receptor. P21728. HEK293 TREx D1 cells, calcium flux, dopamine EC80; active compounds read low. activity change, negative = inhibition, % at 10 µM. hit rate 3.2% among 360,000; in the data active = activity change below about -30%; also: % is scaled to controls: 0 for no effect and ±100 for the full control effect
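Allosteric or orthosteric antagonism assessed as attenuation of the calcium response to EC80 dopamine, added 180 s after compound, in induced HEK293 Trex D1 cells loaded with no-wash calcium dye.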
RXFP1 antag = RXFP1 (human) relaxin receptor antagonism; Q9HBX9; HEK293-RXFP1, relaxin-stimulated cAMP HTRF, 30 min; active compounds read low; activity change, negative = inhibition, % at 57.5 µM; hit rate 0.59% among 350,000; AID 1259400;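 active = activity change of -60% or lower, but not beyond a set lower limit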; also: % is scaled to controls: 0 for no effect and ±100 for the full control effect
D1 PAM = potentiators of human D1 dopamine receptor. HEK293 TREx D1 cells, calcium flux, dopamine EC20 potentiation. potentiation, % at 10 µM. hit rate 0.036% among 360,000; in the data active = potentiation above about 30%; also: 0% is about no effect
D2 antagonist = antagonizes the human D2 dopamine receptor | P14416 | HEK293 TREx D2 cells, calcium flux, dopamine EC80 | inhibition, % at 10 µM | hit rate 2% among 340,000; in the data active = inhibition above about 30%; also: 0% is about no effect
Target sequence (P14416 whole entry, looked up): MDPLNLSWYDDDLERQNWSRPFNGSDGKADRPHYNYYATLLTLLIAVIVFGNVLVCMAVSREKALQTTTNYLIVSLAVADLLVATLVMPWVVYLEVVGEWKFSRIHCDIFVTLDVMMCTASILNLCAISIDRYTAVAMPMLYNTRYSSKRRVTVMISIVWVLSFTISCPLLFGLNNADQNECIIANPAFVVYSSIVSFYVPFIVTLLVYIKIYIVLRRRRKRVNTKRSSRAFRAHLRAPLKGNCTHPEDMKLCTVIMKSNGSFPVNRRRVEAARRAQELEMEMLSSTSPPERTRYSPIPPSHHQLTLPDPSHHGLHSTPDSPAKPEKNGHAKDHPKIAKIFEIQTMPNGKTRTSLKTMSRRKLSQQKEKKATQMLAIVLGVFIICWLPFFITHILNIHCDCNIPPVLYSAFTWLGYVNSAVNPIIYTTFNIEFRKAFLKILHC
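Cells plated overnight at 30 C with tetracycline; no-wash calcium dye, 30–90 min RT; 10 s baseline; compound pinned; 180 s read; EC80 dopamine added; another 180 s read.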
D2 ag = agonists of human D2 dopamine receptor; AID 485358; P14416; activation, % at 2 µM; HEK293 T-REx D2 cells, calcium flux agonist mode; hit rate 0.53% among 340,000;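 active = activation over 3 SD above normal in the single-dose calcium agonist read, cut at about 30% in these data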; also: 0% is about no effect
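Agonism is scored from calcium flux in a force-coupled, inducible HEK293 cell line expressing D2, read kinetically for 180 s after compound addition against dopamine controls.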
TRHR enhancer = allosteric enhancers of human TRH receptor | P34981 | TRHR cells, fluo-8 calcium fluorescence, EC20 TRH enhancement | enhancement, % at 2 µM | hit rate 0.66% among 360,000 | AID 493056; in the data active = enhancement above about 30%; also: 0% is about no effect
Target sequence (P34981 whole entry, looked up): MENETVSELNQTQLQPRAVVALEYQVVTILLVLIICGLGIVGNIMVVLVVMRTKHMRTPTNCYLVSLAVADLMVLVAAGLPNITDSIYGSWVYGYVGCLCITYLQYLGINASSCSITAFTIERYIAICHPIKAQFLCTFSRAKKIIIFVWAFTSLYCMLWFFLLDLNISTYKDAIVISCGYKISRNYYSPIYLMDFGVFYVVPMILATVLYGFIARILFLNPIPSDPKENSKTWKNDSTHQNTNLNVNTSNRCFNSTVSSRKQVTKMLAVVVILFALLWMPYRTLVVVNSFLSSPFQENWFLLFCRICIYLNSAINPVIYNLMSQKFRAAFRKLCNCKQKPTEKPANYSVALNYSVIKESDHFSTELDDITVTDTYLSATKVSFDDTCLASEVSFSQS
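TRHR-expressing cells loaded with fluo-8 calcium dye were read kinetically (ex 480/em 530) during compound addition, then stimulated with an EC20 of TRH (10 nM final). Enhancement of the Gq-mediated intracellular calcium response was scored.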
D2 PAM = D2 dopamine receptor (human) potentiation | hit rate 0.34% among 340,000 | HEK293 T-REx D2, calcium flux, EC20 dopamine potentiation | AID 485347 | potentiation, % at 10 µM;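 active = potentiation over 3 SD above the plate norm, cut at about 30% in these data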; also: 0% is about no effect
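Tetracycline-induced HEK293 T-REx cells force-coupled to calcium signalling expressed D2; compounds were pin-added after a 10 s baseline, read kinetically 180 s, then an EC20 dopamine challenge followed with a further 180 s calcium read.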
D1 ag = activates the human D1 dopamine receptor; P21728; HEK293 T-REx D1 cells, calcium flux, agonist mode; activation, % at 2 µM; hit rate 1% among 360,000; AID 504660; also: 0% is about no effect
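Tetracycline-induced HEK293 TREx D1 cells, force-coupled to calcium signalling, were dye-loaded with a no-wash calcium kit. Compound was pin-added after a 10 s baseline. Fluorescence was read kinetically at 1 cycle/s for 180 s, with calcium rises flagged as agonism.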
TRHR ag = TRH receptor (human) agonism. hit rate 0.18% among 360,000. TRHR cells, calcium flux fluo-8, FDSS agonist mode. activation, % at 2 µM. AID 493084; also: 0% is about no effect
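Fluo-8-loaded TRHR cells; 10 s baseline, compound added, kinetic Ca2+ fluorescence read 1/s, agonist mode.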
Active calls of the source: *; / = not tested or not shown. Rule as the data show it, unless noted: active = activation above about 30%; inactive = the rest.

SMILES	D1 antag	RXFP1 antag	D1 PAM	D2 antagonist	D2 ag	TRHR enhancer	D2 PAM	D1 ag	TRHR ag
CN(C)C(=O)CN(c1ccc2c(c1)OCO2)S(C)(=O)=O	-1	1	5	-3	0.6	23	-1	7	-1.3
Cc1ccccc1NC(=S)N(Cc1cccs1)C1CCCC1	-26	-2	1	17	-2.0	9	3	3	0.2
Cc1ccc2oc(=O)c3cnn(CC(=O)NCCN(C)C)c3c2c1	3	-1	2	2	-0.9	0	3	5	0.1
O=C(CCNS(=O)(=O)c1cccc2nsnc12)NCc1cccs1	-7	15	1	-1	-0.1	-6	-8	1	-0.3
Oc1ccccc1-c1cc(C(F)(F)F)nc(-c2ccccc2)n1	2	11	-6	-7	0.2	-10	-17	4	0.4
O=C(CCSCc1ccccc1F)NCCc1ccccc1	-18	-6	-8	8	-0.5	1	-1	0	0.6
COc1ccc(C(=O)Nc2ccc3c(c2)OCCO3)cc1Br	-3	-2	3	-1	-1.1	2	-3	3	-1.6
C=C(C)c1cccc(C(C)(C)NC(=O)N2CCCCC2CC)c1 (configuration not stated)	/	-1	-1	4	0.5	-4	-3	-2	-0.4
CCCCC(=O)Nc1cccc(NC(=O)c2cccc([N+](=O)[O-])c2)c1	-15	5	-4	-10	-1.0	5	0	-1	0.6
CSCCC(N=Cc1c(O)n(-c2ccc(F)cc2)c(=O)[nH]c1=O)C(=O)O (configuration not stated)	-5	/	9	13	1.2	1	15	0	-0.2

Looked up by compound from the list above (six):
SMILES	D1 antag	RXFP1 antag	D1 PAM	D2 antagonist	D2 ag	TRHR enhancer	D2 PAM	D1 ag	TRHR ag
C=C(C)c1cccc(C(C)(C)NC(=O)N2CCCCC2CC)c1 (configuration not stated)	/	-1	-1	4	0.5	-4	-3	-2	-0.4
CN(C)C(=O)CN(c1ccc2c(c1)OCO2)S(C)(=O)=O	-1	1	5	-3	0.6	23	-1	7	-1.3
Oc1ccccc1-c1cc(C(F)(F)F)nc(-c2ccccc2)n1	2	11	-6	-7	0.2	-10	-17	4	0.4
COc1ccc(C(=O)Nc2ccc3c(c2)OCCO3)cc1Br	-3	-2	3	-1	-1.1	2	-3	3	-1.6
CCCCC(=O)Nc1cccc(NC(=O)c2cccc([N+](=O)[O-])c2)c1	-15	5	-4	-10	-1.0	5	0	-1	0.6
CSCCC(N=Cc1c(O)n(-c2ccc(F)cc2)c(=O)[nH]c1=O)C(=O)O (configuration not stated)	-5	/	9	13	1.2	1	15	0	-0.2

(listing goes on)
SMILES	D1 antag	RXFP1 antag	D1 PAM	D2 antagonist	D2 ag	TRHR enhancer	D2 PAM	D1 ag	TRHR ag
O=C(NCCO)C(=O)Nc1cc2c3c(c1)CCN3C(=O)CC2	-6	-4	-7	-6	0.3	1	25	0	0.6
Cc1cc(NC(=O)c2ccc3c(c2)OCCO3)ccc1NC(=O)c1ccco1	-11	10	-4	20	0.0	10	5	2	0.3
O=C1/C(=C/c2cccc(Br)c2)SC(=S)N1CCC(=O)N(CCO)c1ccccc1	20	-5	6	12	-0.4	-3	-11	4	-1.2
O=C(COc1cc(=O)n2c(n1)SCCC2)c1ccccc1	-7	3	1	3	0.0	-3	-7	3	0.0
CC1CCCN(CCCNC(=O)c2coc3nc4ccccc4nc23)C1 (configuration not stated)	6	11	-4	33*	0.0	0	-4	2	1.7
COc1cccc(N2CC(NC(=O)C3CC3)CC2=O)c1 (configuration not stated)	/	-4	1	/	1.8	2	-3	0	0.7
C=CCn1c(C(CCCC)CC(O)COCCC)n[nH]c1=S (configuration not stated)	-17	-4	-6	-17	-1.8	3	-1	7	-0.1
O=[N+]([O-])c1ccc(CN2CCOCCOCCOCC2)cc1	-4	-18	0	4	-4.2	10	13	7	-0.4
COc1ccc(S(=O)(=O)Nc2nnc(C(C)(C)C)s2)cc1	-6	-1	0	-3	-0.5	7	-2	2	0.0
COCCN(C(=O)c1ccco1)C(C(=O)NC1CCCC1)c1cccs1 (configuration not stated)	-12	-5	-2	-5	0.9	-3	-7	0	0.8
CC1(C)NC(=O)N(CC(=O)N2CCN(c3cccc(C(F)(F)F)c3)CC2)C1=O	7	-16	-2	18	0.3	-1	-4	2	-0.1
O=S(=O)(NC1CC1)c1ccc(S(=O)(=O)N(Cc2ccccn2)C2CCCC2)cc1	-5	2	-2	0	0.6	5	0	-1	-1.5
CCOc1ccc2oc(=O)cc(CN3CCN(C(=O)c4ccco4)CC3)c2c1	13	-11	4	-14	-1.0	-3	4	3	-0.6
CCOc1ccc(Nc2cc(C)nc(-n3nc(C)cc3C)n2)cc1	-33*	5	-5	-10	-0.6	-7	3	1	-0.8
COc1nc(Nc2cccc(C)c2)nc(N2CCCCC2)n1	11	-9	4	-17	0.1	2	0	1	0.0
COc1ccc(C2C=C(c3ccc(C)c(C)c3)Nc3ncnn32)c(OC)c1OC (configuration not stated)	-27	-36	-4	-4	0.1	-3	10	1	0.1
N/C(=N\OC(=O)c1ccccc1Br)c1cccc([N+](=O)[O-])c1	-5	-3	2	-7	-0.5	-8	8	2	-0.5
Cn1ncc(Br)c1NC(=O)CSc1ccc(Cl)cc1	-17	/	-7	-14	-1.2	10	18	19	-0.1
CC(=O)Nc1ccc(S(=O)(=O)Nc2ccc(-n3cnnn3)cc2)cc1	-7	3	-10	6	-0.7	3	6	3	-0.4
CCc1ccc(CNC(=O)c2cccc(-n3cnc4cccnc43)c2C)cc1	-13	-27	-2	/	-0.6	-4	9	1	-0.5

Part of the list above in order of SMILES length, largest number first.
SMILES	D1 antag	RXFP1 antag	D1 PAM	D2 antagonist	D2 ag	TRHR enhancer	D2 PAM	D1 ag	TRHR ag
O=S(=O)(NC1CC1)c1ccc(S(=O)(=O)N(Cc2ccccn2)C2CCCC2)cc1	-5	2	-2	0	0.6	5	0	-1	-1.5
COc1ccc(C2C=C(c3ccc(C)c(C)c3)Nc3ncnn32)c(OC)c1OC (configuration not stated)	-27	-36	-4	-4	0.1	-3	10	1	0.1
CCc1ccc(CNC(=O)c2cccc(-n3cnc4cccnc43)c2C)cc1	-13	-27	-2	/	-0.6	-4	9	1	-0.5

Later entries:
SMILES	D1 antag	RXFP1 antag	D1 PAM	D2 antagonist	D2 ag	TRHR enhancer	D2 PAM	D1 ag	TRHR ag
CC(=O)N1C(C(=O)O)CSC1c1cccc(C)c1 (configuration not stated)	-4	0	-4	4	0.7	1	-9	2	-0.9
COc1ccc(N2CCN(CCCNC(=O)c3cc(Nc4ccc(OC)cc4OC)nc4ccccc34)CC2)cc1	4	-1	-3	/	0.3	-4	-14	1	-0.4
Cc1nc2sc(C(c3ccc(Cl)cc3)N3CCOCC3)c(O)n2n1 (configuration not stated)	2	9	2	-9	0.9	0	11	2	0.7
Cc1cccc(C)c1OC(=O)C(c1ccccc1)c1ccccc1	33	-9	2	-10	0.2	-1	10	6	0.4
COc1ccccc1C(=O)NNC(=O)C1CC=CCC1 (configuration not stated)	15	13	0	1	-0.4	2	-6	2	-0.5
CC1(C)C(c2ccccn2)=[N+]([O-])C(C)(C)N1O	12	17	0	-1	-0.5	5	-6	2	0.0
CCCC(=O)N1CCN(Cc2ccc3c(c2)OCO3)CC1	11	4	6	-1	61*	-2	-32	2	0.0
O=C(Nc1ccc2c(c1)OCO2)c1cnc(Cl)c(Cl)c1	-5	-16	0	1	0.0	-4	-14	8	0.4
COc1ccc(Nc2ccc3nnc(-c4ccc(Br)cc4)n3n2)cc1	9	/	-5	1	0.2	-1	3	2	-0.1
COc1ccc(C(C#N)N2N=C(C)CC2(C)C)cc1OC (configuration not stated)	1	-6	3	-2	0.6	-2	6	2	0.2
COc1ccc(-n2nc(C(=O)NCc3ccco3)c3ccccc3c2=O)cc1	1	1	-2	15	0.8	-10	-3	1	0.4
Cc1cc(Oc2ccc(C)c(Cl)c2)nc(SCC(=O)c2ccccc2)n1	0	-14	-1	9	1.1	-4	5	15	1.5
CC(C)(C)NC(=O)c1ccc(Cn2cc(C(F)(F)F)ccc2=O)cc1	-9	4	-3	1	0.3	-1	-11	3	0.1
Cc1ccc(C(=O)NCCN(C)C)c(C)c1	8	-4	3	-12	0.3	0	-16	5	0.3
COCC1CCN(C(=O)c2ccc3oc(CCCc4ccccc4)nc3c2)C1 (configuration not stated)	-20	-9	-2	4	0.9	-6	44*	2	1.6
CCCCNC(=O)N(c1c(N)n(Cc2ccccc2)c(=O)[nH]c1=O)C1CCCC1	15	-3	0	-4	2.1	-2	3	3	0.0
Cc1cc(N2CCN(C)CC2)nc2ccc(NC(=O)c3ccc4c(c3)OCO4)cc12	-6	3	-8	2	0.3	9	4	3	0.6
COc1cc(C(=O)Sc2ccc(C)cc2)cc(OC)c1OC	0	-22	4	9	0.5	-3	4	7	0.2
CC(=O)c1cccc(NC(=O)CSc2nc(=O)n(Cc3ccccn3)c3c2CCC3)c1	7	-3	-1	1	-0.8	6	-12	1	-0.1
CCOc1ccc(-n2c(Cc3cc(=O)[nH]c(=O)[nH]3)nnc2SCc2cccnc2)cc1	42	/	-2	4	-0.7	-6	-7	6	1.3
Cn1nnc(NC(=S)NC(=O)c2cccc3ccccc23)n1	-6	0	2	5	-1.1	0	-7	1	0.4
CCc1ccc2c(c1)cc(CN(C(=S)Nc1cccc(C)c1)C1CC1)c1nnnn12	5	-10	1	0	1.4	-1	21	1	0.1
CN1CCN(C(=O)CCN2C(=O)c3ccccc3C2=O)CC1	3	-4	8	2	-0.8	5	2	1	1.5
CC1=CCC2C(=O)N(c3ccccc3OC(=O)c3ccccc3F)C(=O)C2C1 (configuration not stated)	20	6	0	-6	0.0	-1	7	0	-0.1
CCN(CC)CCn1c(C)nc2c(sc3nc4c(cc32)COC(C)(C)C4)c1=O	7	-7	1	15	1.2	-2	-5	4	1.0
Cc1ccc(NC(=S)N2CCCC2)cc1C	-14	-4	-2	6	0.3	2	0	1	0.0
O=C(NC(=S)Nc1nc(-c2ccccc2)cs1)c1cccnc1	0	-9	10	-2	0.0	6	/	13	1.8
COc1ccc(CCNC(=O)Cc2c(Cl)cccc2Cl)cc1	-36*	-16	2	-12	3.1	11	-4	2	-1.6

Entries listed above shown as hits in D2 PAM:
Structure | D1 antag | RXFP1 antag | D1 PAM | D2 antagonist | TRHR enhancer | D2 PAM | D1 ag | TRHR ag
COCC1CCN(C(=O)c2ccc3oc(CCCc4ccccc4)nc3c2)C1 (configuration not stated) | -20 | -9 | -2 | 4 | -6 | 44* | 2 | 1.6
